From PubChem BioAssay
D1 PAM = Potentiators of Human D1 Dopamine Receptor: qHTS; D(1A) dopamine receptor (Homo sapiens), P21728; HEK293 TREx D1 cells, calcium flux, dopamine EC20 potentiation; potentiation, % at 10 µM; actives 0.036% (n = 360,000); AID 504651, 2011; in the data active means potentiation above about 30%; further: 0% is about no effect
GRP78 ERSR act = qHTS for Inducers of the Endoplasmic Reticulum Stress Response (ERSR) in Human Glioma: qHTS; U87-MG GRP78 promoter luciferase reporter, 16 h; Potency, µM, for the others: at the top dose activation, usual class: activators; actives 0.02% (n = 420,000); AID 602332, 2012; further: potency means the concentration at half of the fitted maximal effect; series mostly up to about 76 µM; % of control where 0% means no effect; nearly all actives have a fitted effect of over 35% in size
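ERSR induction read as luciferase luminescence (Bright-Glo, 10 min at room temperature) in stably transfected human U87-MG glioma cells exposed to compounds for 16 h, using GRP78 as sensor.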
D2 PAM = HTS Assay for Positive Allosteric Modulators of the Human D2 Dopamine Receptor: Primary Screen for Potentiators; potentiation, % at 10 µM; HEK293 T-REx D2, calcium flux, EC20 dopamine potentiation; actives 0.34% (n = 340,000); D(2) dopamine receptor (Homo sapiens), P14416;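 active means potentiation over 3 SD above the plate norm, cut at about 30% in these data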; further: 0% is about no effect
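Potentiation of an EC20 dopamine calcium response measured kinetically over 180 s, after a preceding 180 s compound-only read flagging agonists. Cells: inducible Hek293 Trex D2 line, 4000/well, cultured overnight at 30 C before dye loading.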
LDHA block = qHTS assay for inhibitors of human lactate dehydrogenase; L-lactate dehydrogenase A chain (Homo sapiens), P00338; purified LDHA, NADH/diaphorase-resazurin fluorescence; hits give low values; activity change, % (values are at about 110 or 230 µM); actives 0.15% (n = 480,000); in the data active means activity change below about -30%;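 further: plate controls were DMSO wells for no effect and wells without enzyme for full effect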
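Enzyme activity of human lactate dehydrogenase 5 (2 nM; 0.06 mM NADH, 0.2 mM pyruvate, 5 min, RT) is measured via a resazurin/diaphorase fluorescence readout of residual NADH.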
Vif-A3F inh = qHTS for Inhibitors of Vif-A3F Interactions: qHTS; AID 602313, 2012; HeLa A3F-eYFP + Vif (tagged APOBEC3F with the HIV-1 protein that degrades it), YFP fluorescence increase; Potency, µM (top dose mostly 46.1 µM), inactives show top-dose activity, negative = active; actives 0.2% (n = 390,000); further: potency means the concentration at half of the fitted maximal effect; % of control where 0% means no effect; nearly all actives have a fitted effect of over 65% in size
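Fluorescence increase (Ex 488/Em 500-530) after overnight compound treatment at 37 deg C flags inhibition of Vif-driven A3F-eYFP loss in stable HeLa A3F-eYFP/Vif cells seeded overnight beforehand.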
Vif-A3G inh = qHTS for Inhibitors of Vif-A3G Interactions: qHTS; DNA dC->dU-editing enzyme APOBEC-3G (Homo sapiens), Q9HC16; HeLa A3G-eYFP + Vif (tagged APOBEC3G with the HIV-1 protein that degrades it), YFP fluorescence, overnight; Potency, µM (titrated, usually from 46.1 µM), for the others: at the top dose activity, negative = active, hits mostly inhibitors; actives 0.076% (n = 410,000);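 further: potency means the concentration at half of the fitted maximal effect; on the % scale 0 is the no-effect control and ±100 the full control effect; nearly all actives have a fitted effect of over 60% in size; hits raise eYFP signal because A3G escapes Vif-driven loss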
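Read-out is eYFP fluorescence (Ex 488/Em 500-530) from Vif-expressing HeLa A3G-eYFP cells; more signal means A3G escaped Vif-mediated degradation. Cells plated overnight, compound pinned in, incubated overnight at 37 deg C.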
D1 antag = Antagonist of Human D 1 Dopamine Receptor: qHTS; HEK293 TREx D1 cells, calcium flux, dopamine EC80; hits give low values; activity change, negative = inhibition, % at 10 µM; actives 3.2% (n = 360,000); AID 504652, 2011; in the data active means activity change below about -30%; further: on the % scale 0 is the no-effect control and ±100 the full control effect
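Tetracycline-induced HEK293 Trex D1 cells, force-coupled to calcium, dye-loaded; compounds added and read 180 s, then EC80 dopamine added and calcium flux tracked kinetically another 180 s.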
D1 ag = Allosteric Agonists of the Human D1 Dopamine Receptor: qHTS. D(1A) dopamine receptor (Homo sapiens), P21728. HEK293 T-REx D1 cells, calcium flux, agonist mode. activation, % at 2 µM. actives 1% (n = 360,000); in the data active means activation above about 30%; further: 0% is about no effect
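Tetracycline-induced HEK293 TREx D1 cells, force-coupled to calcium signalling, were dye-loaded with a no-wash calcium kit. Compound was pin-added after a 10 s baseline. Fluorescence was read kinetically at 1 cycle/s for 180 s, with calcium rises flagged as agonism.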
RXFP1 ag = qHTS Assay for Agonists of the Relaxin Receptor RXFP1 | HEK293T-RXFP1 cAMP TR-FRET, 30 min; response scale: percent of porcine relaxin response, buffer zero | Potency, µM (titrated, usually from 57.5 µM), for inactives: at the top dose activation, usual class: activators | actives 0.3% (n = 370,000); further: potency means the concentration at half of the fitted maximal effect; on the % scale 0 is the no-effect control and ±100 the full control effect; nearly all actives have a fitted effect of over 60% in size; many of its hits are not listed in these tables
Target sequence (Q9HBX9 whole entry, looked up): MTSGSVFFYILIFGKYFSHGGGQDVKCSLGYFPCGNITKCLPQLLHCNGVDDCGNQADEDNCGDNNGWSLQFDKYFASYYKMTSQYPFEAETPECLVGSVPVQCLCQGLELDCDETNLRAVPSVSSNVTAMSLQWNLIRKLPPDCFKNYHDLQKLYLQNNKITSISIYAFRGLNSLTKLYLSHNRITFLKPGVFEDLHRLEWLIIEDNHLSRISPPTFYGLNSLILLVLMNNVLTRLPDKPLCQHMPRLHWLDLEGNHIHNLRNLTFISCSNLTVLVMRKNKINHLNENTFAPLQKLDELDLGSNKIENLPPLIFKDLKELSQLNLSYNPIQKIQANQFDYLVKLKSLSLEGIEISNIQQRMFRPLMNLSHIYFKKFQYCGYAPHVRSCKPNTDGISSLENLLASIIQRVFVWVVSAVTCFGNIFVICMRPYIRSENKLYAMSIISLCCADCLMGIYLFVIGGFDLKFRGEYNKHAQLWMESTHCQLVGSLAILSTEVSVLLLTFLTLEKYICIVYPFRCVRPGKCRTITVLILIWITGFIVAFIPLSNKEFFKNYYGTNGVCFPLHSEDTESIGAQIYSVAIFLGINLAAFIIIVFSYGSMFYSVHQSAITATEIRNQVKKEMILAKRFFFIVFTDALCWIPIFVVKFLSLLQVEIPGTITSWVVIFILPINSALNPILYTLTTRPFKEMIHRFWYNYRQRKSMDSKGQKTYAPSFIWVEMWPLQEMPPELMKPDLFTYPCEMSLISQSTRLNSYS
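HEK293T cells stably expressing RXFP1 were pretreated with the PDE4 inhibitor Ro 20174, exposed to compounds for 30 min at 37C, lysed, and cAMP was read by TR-FRET. Data normalized to buffer (basal) and 29 nM porcine relaxin (100%).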
The depositor's hits bear a star; . = not tested or not shown; & = joins results of further samples. Unless noted, the call rests on the fitted dose curve; in most records, active means well fitted curve in the direction sought with a large enough effect; inconclusive means small, poorly fitted or top-dose-only effect, or another doubt; inactive means no such curve, though single readings can be large; an effect the other way counts as inactive or inconclusive. The list is partial (hit frequency here may not be typical).

Sequence of screens: Vif-A3F inh, D1 antag, D2 PAM, RXFP1 ag, Vif-A3G inh, D1 PAM, LDHA block, D1 ag, GRP78 ERSR act
- CCOc1ccc(NCc2nnc(SCC(=O)Nc3cc(C)on3)n2-c2ccc(OC)cc2)cc1
    -14%, 9, 0, 1.0%, 0%, 6, 21, -1, -1%
- COc1ccc(N2CCN(Cc3nc(Cc4cccc(F)c4)no3)C(C)C2)cc1 (stereo not given)
    5%, -27, -8, 0.2%, 12%, -2, -16, 0, -6%
- O=C(CCN1C(=O)C2C3CCC(C3)C2C1=O)OCC(=O)c1cccc([N+](=O)[O-])c1 (stereo not given)
    0%, -6, 1, -0.5%, 0%, 5, -6, 3, -3%
- Cc1nn(C)cc1C(=O)Nc1cc(Oc2ccc(Cl)cc2)cc([N+](=O)[O-])c1
    0%, -3, 8, -0.9%, 0%, -8, -3, 2, -2%
- COc1ccccc1C(=O)CC1(O)C(=O)N(CC(N)=O)c2ccccc21 (stereo not given)
    -5%, 8, -4, 10%, -1%, -7, -3, 1, 1%
- Cn1c2c(c(=O)n(C)c1=O)C(c1ccccc1OC(F)F)C1=C(CCCC1=O)N2 (stereo not given)
    -1%, -36*, ., -1.0%, 1%, -4, -5, 10, 0%
- O=C(CSc1ncccn1)N/N=C/c1ccc(OC2CSC2)cc1
    4%, -17, ., -1.3%, -4%, -7, 2, 7, 0%
- COc1ccc(NC(=O)CCNS(=O)(=O)c2cccc3nonc23)cc1
    15%&-3%, 3&-2, 2&0, 9.6%&-0.4%, 0%&-1%, 4&0, -5&2, -3&0, -3%&0%
- Cc1ccc(CNCCCSc2ncccn2)cc1
    0%, -7, -13, -1.7%, 0%, -2, 2, 7, -2%
- COc1ccc(C(CNC(=O)c2cc(S(=O)(=O)N3CCN(c4ccccc4)CC3)ccc2Cl)N(C)C)cc1 (stereo not given)
    1%, ., ., ., 0%, ., -2, ., -1%
- CC(=O)c1ccc(NC(=O)/C(=C\c2ccco2)NC(=O)c2ccco2)cc1
    -8%, 4, -10, -2.7%, -8%, 4, -3, 1, -4%
- CC(C)(C)OC(=O)N1CCC(c2c(C(=O)NCCc3ccsc3)cnn2-c2ccc(F)cc2F)CC1
    -2%, -6, -7, -1.2%, 1%, 1, -2, 2, 0%
- COc1ccc(C2c3ccc(O)cc3Oc3ncn4nc(-c5ccncc5)nc4c32)cc1OC (stereo not given)
    -4%, 7, 3, -3.0%, 1%, 0, -2, 2, 1%
- O=C(NC1CCCN(Cc2ccc(Cl)cc2)C1)c1cccc(N2CCCC2=O)c1 (stereo not given)
    -2%, 2, 1, 0.3%, 1%, -9, 1, 0, -2%
- COc1ccc(S(=O)(=O)Nc2ccc(NC(C)=O)cc2)cc1[N+](=O)[O-]
    2%, 2, -7, 1.0%, 1%, 2, -5, 4, 1%
- COc1cc(NC(=O)c2ccc(-c3csc(C)n3)cc2)c(OC)cc1Cl
    -1%, -4, -1, 1.6%, -1%, 6, -3, 5, 3%
- Cc1cc(C)n(-c2nc3c(c(=O)[nH]c(=O)n3C)n2CC(O)c2ccccc2)n1 (stereo not given)
    4%, 3, 5, 2.1%, -6%, -4, -2, 0, -5%
- Cc1ccc(S(=O)(=O)N/N=C/c2cn(C)nc2C)cc1
    -4%, 16, -12, 1.4%, -1%, -9, -8, 2, -3%
- CC(=O)Oc1ccc(C2(C)CC(C)(C)Oc3cc(OC(C)=O)ccc32)c(OC(C)=O)c1 (stereo not given)
    3%, 10, 8, -1.3%, -8%, -1, -2, 3, -3%
- CCCCC(=O)OCc1c(-c2cccc(OC)c2)ncc2ccccc12
    -1%, ., -4, 0.7%, -4%, -2, 1, 2, -3%
- CCc1cccc(NC(=O)c2cnn(-c3ccccc3)c2C)c1
    -9%, 13, 3, -0.9%, 0%, 3, 0, 1, 0%
- CC(=O)Nc1ccc2nc(CN3CCC(CO)(CCc4ccccc4)CC3)ccc2c1
    4%, 7, ., 2.5%, 0%, -8, -2, 10, 1%
- CCC(C)NC(=O)CN1C(=O)c2cccc3cccc1c23 (stereo not given)
    -2%, 1, -10, 6.4%, 3%, 4, 6, -1, -6%
- COc1cc(OC)cc(C(=O)N[C@H](C(=O)OCC(=O)c2ccc3c(c2)NC(=O)CO3)C(C)C)c1
    -2%, -22, -5, 2.0%, -1%, -6, -2, 1, -3%
- C#CCOCCOCCOCCNc1nc(N2CCN(C(=O)[C@H]([C@@H](C)O)n3cc(CCCCN)nn3)CC2)nc(N2CCN(C(=O)[C@H](C)n3cc(CCC(=O)O)nn3)CC2)n1
    -8%, ., ., ., 3%, ., 5, ., 4%
- Cc1c(O)c(CN(C)C)cc2c1oc(=O)c1ccccc12
    -4%, 13, -3, 5.7%, 0%, 0, -4, 1, -3%
- O=C1NC(=O)C2(CCCc3c([N+](=O)[O-])cccc32)N1 (stereo not given)
    -4%, ., ., ., -1%, ., -8, ., -3%
- COc1ccc(N/C(=C2\CCCC2=O)C2CCCCC2)cc1
    5%, ., ., ., 1%, ., 5, ., 1%
- CCOC(=O)c1ccc(CNC(=O)CCC(=O)O)cc1
    ., 10, -2, 0.0%, -4%, -3, 1, 1, -3%
- Cn1nccc1NC(=O)Nc1cccc([N+](=O)[O-])c1
    5%, 6, -6, 0.0%, 0%, -1, -17, 4, -3%
- COc1ccc(NC(=O)COC(=O)Cn2c(C)nc3ccccc32)cc1OC
    2%, 0, 6, 0.0%, 1%, -3, -4, 0, -4%
- COc1ccccc1NC(=O)N1CC=C(c2c[nH]c3ccccc23)CC1
    ., -6, -14, 0.9%, ., -5, 8, 1, .
- O=C1NCCCC1(c1ccccc1)c1ccccc1
    -2%, ., ., ., 0%, ., -1, ., -2%
- Cc1ccc2c(c1)C1NC(=S)NC(C)(O2)C1C(=O)Nc1ccc(Cl)cc1 (stereo not given)
    -2%, -22, -3, 1.7%, -7%, 3, -4, 4, -6%
- Cc1cc(F)ccc1NC1(c2ccccc2)C(=O)c2ccccc2C1=O
    -6%, -6, 2, -0.9%, 1%, -6, 2, 1, -2%
- COc1c(C=O)c(CCN(C)C(=O)c2ccc(F)cc2)cc2c1OCO2
    -10%, -5, 8, 1.4%, 1%, -5, -5, 0, -6%
- COCCN1Cc2cccc(C(=O)Nc3cccc(OC)c3)c2C1=O
    -8%, 11, 2, 2.1%, 3%, -6, -1, 2, -2%
- Cc1cc(C)nc(NS(=O)(=O)c2ccc(NC(=O)c3ccco3)cc2)n1
    -7%, 0, 3, 1.8%, 1%, -3, -9, 2, -6%
- Cc1cccc2[nH]c(CN(C)Cc3nc(CC4CC4)no3)nc12
    -15%, -13, -7, 0.5%, 1%, 1, -8, 1, -2%
- O=C(CCN1C(=O)c2ccc([N+](=O)[O-])cc2C1=O)Nc1cccc(O)c1
    2%, -14, 5, 1.6%, 0%, 0, -1, 0, -4%
- CCN(CC)S(=O)(=O)c1ccc(NC(=O)CCNC(=O)c2ccccc2)cc1
    16%, 8, ., 0.7%, 1%, 12, -15, 4, -9%
- CCOC(=O)c1sc(NC(=O)CCN2CCC(C)CC2)c(C(=O)OCC)c1C
    -8%, -2, 4, -1.5%, -1%, -4, -12, 1, 8%
- O=C(O)c1ccc(N=C2c3ccccc3-c3ccccc32)cc1
    -2%, ., ., ., -1%, ., -10, ., 4%
- CN(CC(=O)Nc1c(Cl)cccc1Cl)C(=O)C1=COCCO1
    -9%, 3, 4, 0.3%, -4%, 3, -2, 4, -7%
- CCOC(=O)C1CCN(C(=O)Nc2ccc(Cl)cc2Cl)CC1
    -3%, -1, -11, 1.5%, -1%, -1, -3, 1, -4%

Of the compounds above, these have a Cl atom:
Sequence of screens: Vif-A3F inh, D1 antag, D2 PAM, RXFP1 ag, Vif-A3G inh, D1 PAM, LDHA block, D1 ag, GRP78 ERSR act
- Cc1nn(C)cc1C(=O)Nc1cc(Oc2ccc(Cl)cc2)cc([N+](=O)[O-])c1
    0%, -3, 8, -0.9%, 0%, -8, -3, 2, -2%
- COc1ccc(C(CNC(=O)c2cc(S(=O)(=O)N3CCN(c4ccccc4)CC3)ccc2Cl)N(C)C)cc1 (stereo not given)
    1%, ., ., ., 0%, ., -2, ., -1%
- O=C(NC1CCCN(Cc2ccc(Cl)cc2)C1)c1cccc(N2CCCC2=O)c1 (stereo not given)
    -2%, 2, 1, 0.3%, 1%, -9, 1, 0, -2%
- COc1cc(NC(=O)c2ccc(-c3csc(C)n3)cc2)c(OC)cc1Cl
    -1%, -4, -1, 1.6%, -1%, 6, -3, 5, 3%
- Cc1ccc2c(c1)C1NC(=S)NC(C)(O2)C1C(=O)Nc1ccc(Cl)cc1 (stereo not given)
    -2%, -22, -3, 1.7%, -7%, 3, -4, 4, -6%
- CN(CC(=O)Nc1c(Cl)cccc1Cl)C(=O)C1=COCCO1
    -9%, 3, 4, 0.3%, -4%, 3, -2, 4, -7%
- CCOC(=O)C1CCN(C(=O)Nc2ccc(Cl)cc2Cl)CC1
    -3%, -1, -11, 1.5%, -1%, -1, -3, 1, -4%
